GPR35 antagonists – GPR35 antagonists blocking zaprinast-driven arrestin recruitment, primary screen, imaging, U2OS, beta-arrestin-GFP, zaprinast agonist (AID 2058); inhibition, % at 10 µM, or IC50 in µM where a hit was titrated; 0.052% of 290,000 active; U2OS GPR35 beta-arrestin-GFP translocation imaging, zaprinast antagonism; higher % means a stronger effect;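 active = inhibition of at least 50% with at least 30 cells and total cytoplasm GFP at most 10,000,000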
NTR1 ag – NTR1-driven beta-arrestin-GFP spot formation – imaging, U2OS cells, high content, primary screen (AID 493036); agonist mode; activation, % at 20 µM; 0.17% of 330,000 active;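 active = activation at or above 40% of the spot to cytoplasm intensity ratio, with at least 20 cells analyzed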;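 also: 0% = DMSO without peptide and 100% = 100 nM NTR1 peptide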
Target sequence (P30989 whole entry, looked up): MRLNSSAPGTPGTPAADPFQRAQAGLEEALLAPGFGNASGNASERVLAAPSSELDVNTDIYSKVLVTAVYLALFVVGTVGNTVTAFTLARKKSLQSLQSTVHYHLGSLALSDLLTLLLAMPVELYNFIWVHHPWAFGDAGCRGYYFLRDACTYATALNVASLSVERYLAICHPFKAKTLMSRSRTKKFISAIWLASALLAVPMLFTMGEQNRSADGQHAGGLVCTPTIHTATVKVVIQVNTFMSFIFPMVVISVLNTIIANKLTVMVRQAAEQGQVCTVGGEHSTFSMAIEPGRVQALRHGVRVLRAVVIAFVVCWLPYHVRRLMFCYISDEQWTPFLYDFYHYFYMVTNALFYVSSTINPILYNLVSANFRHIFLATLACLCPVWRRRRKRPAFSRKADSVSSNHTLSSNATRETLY
NOD1 inhibition – NOD1 signaling inhibitors, primary screen, cell-based, luminescence, uHTS (AID 1578). one-dose inhibition, % at 4 µM; EC50 in µM for titrated hits. NOD1-driven NF-kB luciferase reporter cells, luminescence; higher % means a stronger effect. 1% of 290,000 active; in the data active = inhibition mostly above about 36%, no sharp cut-off; inactive = mostly below about 34%;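 also: HEK-293T reporter cells stimulated with the NOD1 agonist gamma-tri-DAP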
K1F lysis inhibition – inhibition of K1F phage lysis, E. coli UTI89, bacterial capsule biogenesis inhibitors, alamar blue (AID 488966); inhibition, % at 100 µM; hits with a dose series show IC50 in µM; E. coli UTI89 K1F phage lysis, alamar blue, 2 h; higher % means a stronger effect; 0.02% of 340,000 active;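 active = phage lysis inhibition, versus mean bacterial control, above a set limit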;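 also: capsule biogenesis inhibitors block K1F phage lysis so surviving cells raise fluorescence; higher fluorescence means more inhibition of phage lysis; actives were called in the ten point dose series up to 300 µM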
KOR beta-arrestin-1 – KOR agonists, beta-arrestin recruitment, primary screen, cell-based, luminescence, uHTS (AID 1777); KOR beta-arrestin recruitment, luminescence; higher % means a stronger effect; activation, % at 10 µM, or EC50 in µM where a hit was titrated; 0.02% of 280,000 active; in the data active = activation above about 50%, passing the limit was not always enough; also: a part of the inactive calls stands beside numbers as strong as those of hits
Rac1 GTP hydrolysis – MgcRacGAP GTPase-activating activity inhibitors, confirmation, biochemical, ADP Hunter fluorescence; AID 624330; one-dose inhibition, % at 30 µM; IC50 in µM for titrated hits; 0.6% of 340,000 active; MgcRacGAP-stimulated Rac1 GTP hydrolysis, ADP Hunter fluorescence; higher % means a stronger effect; GST-tagged Rac1 F28L mutant substrate;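 active = first-screen hits whose inhibition reached a set limit at any dose in the follow-up dose series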;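 also: fluorescence reports GDP produced by GAP-driven GTP hydrolysis; strong numbers were not always called active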
GPR55 antagonists – GPR55 antagonists blocking LPI-driven arrestin recruitment, primary screen, imaging, U2OS, beta-arrestin-GFP, LPI agonist (AID 2013) | inhibition, % at 10 µM, or IC50 in µM where a hit was titrated | 0.13% of 290,000 active | U2OS GPR55 beta-arrestin-GFP translocation imaging, LPI antagonism; higher % means a stronger effect;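 active = spots per cell inhibited over 60%, with over 100 cells counted and total cytoplasm intensity under 500,000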;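 also: U2OS cells stably carrying GPR55 and arrestin-GFP stimulated by 5 µM LPI near EC80; imaged beta-arrestin-GFP aggregate spots per cell after agonist stimulation; plate controls were LPI-stimulated DMSO wells for no effect and DMSO wells without LPI for full effect; some results filed as inactive read as strong as hits; confirmed hits need IC50 under 10 µM and bright autofluorescent wells are also inconclusive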
KOR beta-arrestin-2 – KOR antagonists, beta-arrestin recruitment, cell-based, luminescence, uHTS (AID 1778). inhibition, % at 10 µM; hits with a dose series show IC50 in µM. 0.091% of 290,000 active. KOR beta-arrestin recruitment, luminescence, antagonist mode; higher % means a stronger effect; in the data active = inhibition above about 50%; also: strong numbers were not always called active
GPR55 beta-arrestin – GPR55 agonists via beta-arrestin recruitment, primary screen, imaging, U2OS cells, beta-arrestin-GFP redistribution (AID 1961); U2OS GPR55 beta-arrestin-GFP redistribution imaging; higher % means a stronger effect; activation, % at 10 µM, or EC50 in µM where a hit was titrated; 0.048% of 290,000 active;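 active = activation above 40% with more than 50 cells counted in the well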;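 also: U2OS osteosarcoma cells stably expressing GPR55 and beta-arrestin-GFP; plate controls were DMSO negative control for no effect and LPI positive control for full effect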
NTR1 ag cell count 20 µM – further read-out of NTR1 ag, marked with its call; cell count; measured here: cell count, cytotoxicity flag
Starred values were filed as active, the others as inactive; / = not tested or not shown; [ ] = another dose, or the depositor's remark. An excerpt, so the mix of outcomes need not match the whole.

| compound | NOD1 inhibition | NTR1 ag | KOR beta-arrestin-1 | GPR55 beta-arrestin | GPR55 antagonists | NTR1 ag cell count 20 µM | K1F lysis inhibition | Rac1 GTP hydrolysis | GPR35 antagonists | KOR beta-arrestin-2 |
| --- | --- | --- | --- | --- | --- | --- | --- | --- | --- | --- |
| Cc1ccc2oc(C(=O)N3CCC(O)(c4cccc(C(F)(F)F)c4)CC3)c(C)c2c1 | -5% | 14 | 3.5% | 0.3% | -2% | 54 | 0.8% | 9% | -4% | -7% |
| CCN(CC)c1ccc(O)c(C=Nc2ccc(C)c(C)c2)c1 | -24% | 0.9 | -1.0% | 0.2% | -17% | 47 | -0.2% | 5% | -10% | 4%[20 µM] |
| Cc1ccccc1OCC(=O)NCC1CCCO1 (stereo not drawn) | -30% | -2.3 | -0.6% | 0.1% | 0% | 61 | 1.3% | 0% | 10% | 30% |
| O=Cc1c(SCCO)nc2ccccn2c1=O | -18% | 1.2 | -0.4% | 0.2% | 2% | 50 | -0.3%[50 µM] | 13% | 2% | -1% |
| CCc1nn(C(C)C(=O)NCCc2ccccc2)c(=O)c2cc3occc3n12 (stereo not drawn) | 1% | -0.9 | 7.9% | -0.1% | -2% | 61 | -0.1% | -12% | 3% | -54% |
| CC1(C)Cc2nc3n[nH]c(N)c3cc2CO1 | -26% | -0.7 | 0.2% | 0.5% | -12% | 78 | 4.1% | 4% | 8% | -7% |
| COc1cccc(-n2cnc3c(sc4nc(N5CCOCC5)c5c(c43)CCCC5)c2=O)c1 | -11% | 4.1 | -3.0% | -0.3% | 0% | 54 | 0.3% | 6% | -1% | -3% |
| Cc1ccc(S(N)(=O)=O)cc1NC(=O)C1CC2CCC1C2 (stereo not drawn) | 7% | -1.4 | 14% | -0.1% | 7% | 47 | 2.4% | 4% | 2% | 21% |
| COc1cccc(/C=N/Nc2ccc([N+](=O)[O-])cn2)c1O | -16% | 9.8 | -1.6% | 0.2% | -1% | 79 | -0.1% | 5% | -4% | -45% |
| N/C(=N/OC(=O)c1cccc([N+](=O)[O-])c1)c1cccc([N+](=O)[O-])c1 | -32% | 0.0 | -14% | 0.0% | 17% | 69 | -0.1% | -6% | -4% | 12%[20 µM] |
| CCn1c(SCC(=O)N/N=C(/C)c2ccncc2)nc2ccccc21 | -8% | 0.2 | 7.8% | -0.3% | -8% | 46 | -0.2% | 9% | -7% | 12% |
| Cc1oc(-c2ccccc2F)nc1CS(=O)(=O)CC(=O)NCCCN1CC(C)CC(C)C1 (stereo not drawn) | 25% | 0.7 | 3.7% | 0.7% | -24% | 50 | 1.3% | 4% | -8% | 23% |
| CC1CCCC(NC(=O)C2CCN(S(=O)(=O)c3cnc[nH]3)CC2)C1C (stereo not drawn) | -14% | 0.3 | 0.9% | 1.0% | 8% | 51 | 0.2% | -1% | -14% | 28% |
| Cc1cccc(N2CC(C(=O)Nc3nnc(SCC(=O)N4CCOCC4)s3)CC2=O)c1 (stereo not drawn) | -30% | -1.1 | -0.9% | -0.1% | 10% | 71 | -0.3% | 10% | 7% | 0% |
| COCCNC(=O)c1nc2c(nnn2Cc2cc(C)ccc2C)c(=O)[nH]1 | -6% | 0.4 | -8.6% | -0.2% | 7% | 48 | 3.1% | 5% | -2% | -9% |
| CCOC(=O)c1ccc(NC(=O)CSc2nnnn2CCCO)cc1 | -35% | 0.6 | -0.7% | -0.2% | 15% | 82 | 0.1% | 7% | 9% | -2% |
| COc1cccc(CNS(=O)(=O)c2ccc(-n3cnnn3)c(C)c2)c1 | 0% | -2.1 | -1.6% | -0.1% | 4% | 51 | 0.0% | 9% | 1% | 1% |
| COCCCNC(=O)CCc1c(C)c2cc3c(C)coc3cc2oc1=O | -18% | -0.3 | 2.2% | -0.1% | -4% | 70 | 0.0% | 10% | -11% | -6% |
| c1cn2cc(CSC3CCCCC3)nc2s1 | -25% | -1.2 | 8.2% | 0.2% | 2% | 31 | 4.9% | 4% | -8% | -22% |
| C=C1C(=O)O[C@@H]2[C@H]1CC[C@H](C)[C@]1(O)CCC(=O)[C@@]21C | 4% | -0.2 | -0.9% | -0.1% | -5% | 65 | 0.2% | / | 5% | -6% |
| Cc1ccc(C)c(N2CCN(C(c3ccncc3)c3nnnn3Cc3ccccc3)CC2)c1 (stereo not drawn) | -13% | -0.2 | -6.7% | -0.1% | 12% | 48 | 0.1% | 3% | 5% | -14% |
| CC(=O)SC1CC(=O)N(c2c(C)cccc2C)C1=O (stereo not drawn) | -6% | -0.7 | 1.6% | -0.2% | -15% | 58 | -0.3% | 6% | 0% | 15% |
| COC(=O)c1ccc(OCC(O)CNCC(c2ccc(OC)cc2)N(C)C)c(OC)c1 (stereo not drawn) | -28% | -0.2 | -2.7% | 0.2% | 6% | 73 | -0.3% | 18% | -3% | -22% |
| C=CCn1cc(C(=O)N2CCN(C)CC2)c(=O)c2cc(S(=O)(=O)N3CCCC3)ccc21 | 1% | 2.7 | 1.0% | -0.1% | 9% | 57 | 3.9% | 4% | -1% | -14% |
| O=C(C1CCC(CNc2c(N3CCCCC3)c(=O)c2=O)CC1)N1CCN(C2CCCCC2)CC1 (stereo not drawn) | -9% | 0.8 | 0.9% | 0.0% | 6% | 64 | -0.9%[50 µM] | 16% | 13% | 4% |
| CC(C)Cn1c(-c2ccc(F)cc2)n[nH]c1=S | -18% | -1.0 | -0.4% | 0.3% | -4% | 43 | -0.1% | 14% | 2% | 16% |
| CCn1cnc2c1c(=O)n(CC(=O)NN)c(=O)n2Cc1ccccc1 | -5% | 4.0 | -3.7% | -0.1% | 6% | 73 | 0.1% | 12% | 4% | 23% |
| CN1C[C@@H]2C(c3ccccc3)C3(c4cccnc4)CC2(C3)[C@H]1c1ccccc1 (stereo partly drawn) | 2% | -3.1 | -0.5% | -0.1% | -3% | 77 | -0.2% | 7% | 5% | 1% |
| O=C(COc1ccc2c3c(c(=O)oc2c1)CCCC3)NCCN1CCOCC1 | -12% | -0.8 | -2.5% | -0.1% | 6% | 71 | 0.0% | 1% | -10% | -14% |
| Cc1c(Cl)ccc2c(C(=O)O)cc(-c3ccccc3)nc12 | 35% | 2.4 | 7.8% | -0.1% | 4% | 68 | -0.6%[50 µM] | 6% | -7% | -10% |
| O=C(COc1ccc(F)cc1Cl)Nc1cc(S(=O)(=O)N2CCOCC2)ccc1N1CCCCC1 | -29% | 4.5 | -0.5% | -0.1% | 11% | 63 | 0.3%[50 µM] | 10% | -3% | -24% |
| COc1ccc(OCC(O)Cn2cnc(-c3ccc(Br)cc3)c2)cc1 (stereo not drawn) | -23% | 0.0 | -4.9% | -0.4% | 7% | 57 | 3.9% | 8% | -8% | 29% |
| CCOC(=O)Cc1ccc(NC(=O)c2ccc([N+](=O)[O-])cc2)cc1 | -36% | 1.1 | -1.3% | -0.1% | -8% | 29 | -0.4% | 6% | -24% | -12% |
| O=C1OC(N2C(=O)CC[C@H]2C(=O)Nc2ccc3c(c2)OCO3)c2ccccc21 (stereo partly drawn) | -4% | -0.6 | -3.7% | -0.2% | 1% | 56 | 4.7% | 1% | -6% | 12%[20 µM] |
| CC(C)OP(=O)(OC(C)C)/C(C=O)=N\Nc1ccc([N+](=O)[O-])cc1 | 15% | 2.9 | -2.7% | 0.9% | 5% | 45 | -3.0% | 2% | -14% | 35% |
| O=C(O)CCc1ccc(-c2ccccc2)n1Cc1ccco1 | 1% | -1.1 | -1.1% | -0.1% | 0% | 40 | -5.0% | 3% | -4% | -13% |
| CC1(C)CC(NC(=O)COc2cc3oc(=O)c4c(c3cc2Cl)CCC4)CC(C)(C)N1 | -21% | -0.1 | 1.1% | -0.2% | 11% | 63 | 0.4% | -20% | 0% | -3% |
| COc1ccccc1C(=O)N/C(=C\c1cn(S(=O)(=O)N(C)C)c2ccccc12)C(=O)NCCN1CCOCC1 | -15% | -0.5 | -7.0% | 0.1% | 6% | 60 | 0.2% | 9% | 14% | -20% |
| O=C(COc1ccccc1Cl)Nc1nnc(S(=O)(=O)N2CCCC2)s1 | -20% | 1.0 | -5.3% | -0.1% | -4% | 63 | -0.7% | 4% | -8% | -35%[20 µM] |
| CN(C(=O)c1cc(-c2ccc3c(c2)OCO3)on1)c1ccccc1 | -45% | 0.6 | -1.5% | 0.0% | 4% | 43 | 0.1% | 5% | 4% | -19% |
| CCn1c(SCC(=O)Nc2ccc(F)cc2F)nc2c(c1=O)SCC2 | -25% | 0.3 | 3.8% | 0.0% | -2% | 62 | 1.5%[50 µM] | 8% | 10% | 8% |
| Nc1nonc1-n1nnc(C(=O)N/N=C/c2cccc(Cl)c2)c1CSc1ccccc1 | -4% | 16 | -2.6% | -0.1% | 4% | 43 | / | / | -10% | 22% |
| CC(=O)NCCSC(=O)c1ccc(F)cc1 | -25% | -0.5 | -5.2% | -0.1% | 0% | 66 | 3.4% | 3% | 11% | 24% |
| NC(=O)CSc1ncnc2c1nnn2Cc1ccc(F)cc1 | -5% | 5.6 | 4.3% | 0.0% | 4% | 60 | 0.2% | -5% | -1% | -4% |
| CC(C)Sc1nc2ccccc2n1CC(=O)O | -11% | -0.7 | -1.8% | 0.2% | 5% | 40 | 1.8% | 6% | 24% | -1%[20 µM] |
| O=C(CN1CCCc2ccccc21)N/N=C/c1c(O)ccc2ccccc12 | 20% | 4.1 | -2.8% | -0.1% | -11% | 33 | 1.0% | 4% | -3% | -4% |
| O=C(CSCc1ccc(Cl)cc1)Nc1ccccc1O | -40% | 0.6 | -1.4% | 0.2% | -3% | 44 | 0.1% | 6% | -12% | 8% |
| COC(=O)CSc1nc(C)cc(Oc2ccccc2)n1 | -1% | 0.5 | 11% | -0.1% | -7% | 40 | 0.3% | 4% | 10% | -21% |
| Cc1occc1C(=O)N1CCCC(Nc2ccc(F)c(F)c2)C1 (stereo not drawn) | -4% | 0.4 | -0.9% | -0.1% | 0% | 71 | 0.2% | 5% | -6% | -8% |
| COc1ccc(N2CCN(S(=O)(=O)c3ccc(Cl)c(C(F)(F)F)c3)CC2)cc1 | -22% | -0.3 | 29% | -0.2% | -2% | 92 | -0.4% | 2% | 6% | 8% |
| CCN(c1cc(C)cc(C)c1)S(=O)(=O)c1nnc(NC(=O)c2ccco2)s1 | 10% | -0.3 | 0.2% | -0.2% | 7% | 56 | 0.0% | 11% | 1% | -5% |
| CCOC(=O)C1=C(C)N(CCCCCC(=O)O)C(=O)NC1c1ccc([N+](=O)[O-])cc1 (stereo not drawn) | 10% | -0.2 | -5.1% | 0.3% | -1% | 68 | 0.0% | 1% | 10% | 7%[20 µM] |
| Cc1ccc(N(C(=O)Cc2cccs2)C2C=CS(=O)(=O)C2)cc1Cl (stereo not drawn) | 0% | 0.2 | -1.3% | -0.3% | 2% | 82 | 0.3% | 6% | -5% | 7% |

Compound activity deposited in PubChem by several laboratories.
